Source: PubChem BioAssay (several laboratories)
BaF3 tox = reduces parental Ba/F3 cell viability, JAK2V617F counter-screen; CellTiter-Glo ATP luminescence; 1.1% of 220,000 active; inhibition, % at 5.6 µM;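 active = inhibition above a per-campaign cutoff, the mean inhibition of all tested compounds plus 3 SD, cut at about 27% in these data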;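 note: 0% = DMSO wells and 100% = JAK Inhibitor I control wells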
Ba/F3 V617F tox = reduce viability of Ba/F3 cells dependent on JAK2V617F; Ba/F3 EpoR-JAK2V617F viability, ATP luminescence; inhibition, % at 5.6 µM; 1.1% of 220,000 active; AID 1446;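 active = inhibition above the campaign mean plus 3 SD over all tested compounds, cut at about 24% in these data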;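 note: cytokine-independent growth of Ba/F3 cells driven by EpoR plus mutant JAK2; 0% = DMSO-treated cells and 100% = JAK inhibitor I control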
S1P4 agonist = human S1P4 receptor agonism. AID 1509. O95977. 0.35% of 220,000 active. activation, % at 4.98 µM. S1P4-expressing cell line, agonist reporter assay; in the data active = activation above about 11%;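 note: 0% = DMSO vehicle and 100% = reference agonist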
S1P4 antagonist = blocks the human S1P4 receptor | S1P4-expressing cells, antagonist mode, reporter read-out | inhibition, % at 4.98 µM | 0.26% of 220,000 active | AID 1510; in the data active = inhibition above about 29%;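 note: 0% = wells stimulated with agonist and 100% = vehicle wells without agonist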
EP2 mod = modulates human prostaglandin E2 receptor EP2 signaling; P43116; EP2-expressing cells, cAMP HTRF FRET, PGE2 co-stimulation; induction, % at 25 µM; 0.83% of 260,000 active;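 active = compounds whose cAMP rise, as percent of the full-agonist control response, exceeds 60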;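 note: rat C6 glioma line stably carrying human EP2 under a CMV promoter; the protocol text gives 20 µM as final concentration; 100% = response of wells given 1 µM PGE2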
TRPML3 ag = activates the human TRPML3 channel | Q8TDD5 | HEK293 TRPML3-YFP, Fluo-8 calcium fluorescence; 100% = the carbachol control signal | activation, % at 3 µM | 0.29% of 220,000 active;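 active = activation above its plate's cutoff, the mean activation of the plate's test wells plus 3 SD, cut at about 12% in these data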;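 note: 0% = DMSO only wells and 100% = carbachol wells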
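Test system: HEK293 cells stably carrying human TRPML3-YFP; Doses: single dose, 3 µM final nominal compound, 0.3% DMSO final; Schedule: dye loading 1 h 37 °C then 30 min ambient, 125 s read; Technique: Fluo-8 calcium fluorescence; Benchmarks: high control carbachol 87 µM, low control DMSO.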
zfTRPN1 agonist = agonists of zebrafish TRPN1 channel; 0.18% of 220,000 active; HEK293 zebrafish TRPN1-YFP, Fluo-8 calcium fluorescence; 100% = response to 87 µM carbachol; activation, % at 3 µM;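 active = activation above its plate's cutoff, the mean activation of test wells on that plate plus 3 SD, cut at about 19% in these data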;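 note: 0% = DMSO alone and 100% = 87 µM carbachol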
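Control set: carbachol 87 µM as high control, DMSO as low control; system: HEK293 stable line with zebrafish TRPN1-YFP; read-out: % activation versus carbachol response; detection: intracellular calcium fluorescence with Fluo-8; doses: single test compound dose, 3 µM nominal, 0.3% DMSO; schedule: dye 1 h 37 °C plus 30 min RT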
PERK inhibitor = inhibitors of human PERK kinase; 0.17% of 220,000 active; Q9NZJ5; inhibition, % at 5.6 µM; CHO PERK-DD fusion, SEAP luminescence translation reporter;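 active = inhibition above the mean inhibition of all tested compounds plus 3 SD, set separately per screening campaign, cut at about 2.9% in these data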;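 note: PERK kinase domain activated by AP20187 dimerizer at 100 nM; 0% = DMSO with dimerizer and 100% = rapamycin at 8.4 µM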
Target sequence (Q9NZJ5 whole entry, looked up, the tested form may be a part): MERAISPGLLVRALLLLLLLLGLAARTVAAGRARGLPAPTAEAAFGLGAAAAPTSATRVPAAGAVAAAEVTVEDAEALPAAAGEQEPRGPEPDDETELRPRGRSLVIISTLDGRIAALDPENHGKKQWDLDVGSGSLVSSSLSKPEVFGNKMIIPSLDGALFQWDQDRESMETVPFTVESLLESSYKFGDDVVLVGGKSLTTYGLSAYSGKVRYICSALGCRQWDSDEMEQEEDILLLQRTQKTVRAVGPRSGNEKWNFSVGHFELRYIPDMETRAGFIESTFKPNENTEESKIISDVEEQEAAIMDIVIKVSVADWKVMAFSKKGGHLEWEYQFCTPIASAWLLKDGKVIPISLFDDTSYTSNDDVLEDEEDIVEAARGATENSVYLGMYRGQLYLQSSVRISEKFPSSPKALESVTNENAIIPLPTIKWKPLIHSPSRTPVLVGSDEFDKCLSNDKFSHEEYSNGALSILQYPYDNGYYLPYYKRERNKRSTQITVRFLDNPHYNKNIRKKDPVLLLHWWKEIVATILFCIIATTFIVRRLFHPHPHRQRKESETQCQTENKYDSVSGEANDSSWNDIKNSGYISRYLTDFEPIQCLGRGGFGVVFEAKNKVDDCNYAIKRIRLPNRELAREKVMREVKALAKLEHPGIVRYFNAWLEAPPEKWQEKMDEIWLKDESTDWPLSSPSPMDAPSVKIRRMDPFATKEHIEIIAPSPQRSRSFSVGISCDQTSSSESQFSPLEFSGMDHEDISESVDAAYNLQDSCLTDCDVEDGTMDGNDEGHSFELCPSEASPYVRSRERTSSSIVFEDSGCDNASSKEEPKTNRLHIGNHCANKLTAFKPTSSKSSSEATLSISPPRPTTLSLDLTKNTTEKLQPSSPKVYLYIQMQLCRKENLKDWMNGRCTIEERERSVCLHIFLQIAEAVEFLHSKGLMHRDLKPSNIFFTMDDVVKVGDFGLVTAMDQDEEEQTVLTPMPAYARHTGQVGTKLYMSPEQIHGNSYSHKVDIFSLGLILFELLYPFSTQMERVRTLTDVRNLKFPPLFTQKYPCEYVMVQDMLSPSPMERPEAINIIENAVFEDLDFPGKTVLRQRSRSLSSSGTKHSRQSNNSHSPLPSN
Calpain2 inh = calpain II (pig) inhibition; purified calpain II, fluorogenic peptide substrate, 30 min; inhibition, % at 16 µM; 0.37% of 220,000 active; AID 1236;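 active = inhibition above about 50%, limit read from the data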
* hit, by the source's call; & = joins results of further samples.

Sample of the layout (eleven entries):
SMILES	BaF3 tox	Ba/F3 V617F tox	S1P4 agonist	S1P4 antagonist	EP2 mod	TRPML3 ag	zfTRPN1 agonist	PERK inhibitor	Calpain2 inh
COc1ccc(C(=O)/C=C2\NCC3c4ccccc4CCN3C2=O)cc1 (centres undefined)	-1	0	0.1	-8	27	1.1	-0.6	-0.1	-14
COc1ccc(CCNC(=O)C(C)Sc2ccc(C)cc2)cc1OC (centres undefined)	6	3	0.7	-33	-12	0.4	-0.2	-0.2	18
COC(=O)NNC(=O)/C=C/c1ccccc1	4	-2	3.6	-21	26	0.5	1.4	0.6	-7
Cc1nn(-c2ccccc2)c(NC(=O)C(C)C)c(-c2ccccc2)c1=O	2	-2	1.5	-8	-2	-0.7	1.1	-0.2	-10
Cn1nc(-c2ccccc2)cc1NS(=O)(=O)c1ccccc1	1	-3	-1.3	-10	17	0.2	-1.6	1.9	-2
CC1(C)CC(=O)C=C(NCc2ccc(C(=O)O)cc2)C1	-2	0	1.8	8	-11	0.6	-0.8	1.6	-8
CC(C)n1c(C(O)c2ccccc2)nc2ccccc21 (centres undefined)	1	-2	0.5	8	59	-0.6	-0.3	0.6	2
O=C(CSc1nccc2ccccc12)N1CCN(c2ccccn2)CC1	5	-3	-0.4	2	-60	-0.5	0.4	0.2	-20
Cc1ccc(-c2noc(CN3C(C)CCCC3C)n2)cc1 (centres undefined)	0	0	0.4	-2	-3	0.6	1.3	-1.2	7
N=c1c2c(-c3ccccc3)c(-c3ccccc3)n(Cc3ccco3)c2ncn1CCO	2	4	0.0	-16	-10	0.1	0.6	-1.4	-29
O=c1[nH]c(CN2CCN(c3ccccc3O)CC2)nc2scc(-c3ccccc3Cl)c12	2	4	0.0	-13	-21	1.2	5.8	0.0	-35

This part in full, from the start:
SMILES	BaF3 tox	Ba/F3 V617F tox	S1P4 agonist	S1P4 antagonist	EP2 mod	TRPML3 ag	zfTRPN1 agonist	PERK inhibitor	Calpain2 inh
COc1ccc(C(=O)/C=C2\NCC3c4ccccc4CCN3C2=O)cc1 (centres undefined)	-1	0	0.1	-8	27	1.1	-0.6	-0.1	-14
COc1ccc(CCNC(=O)C(C)Sc2ccc(C)cc2)cc1OC (centres undefined)	6	3	0.7	-33	-12	0.4	-0.2	-0.2	18
COC(=O)NNC(=O)/C=C/c1ccccc1	4	-2	3.6	-21	26	0.5	1.4	0.6	-7
Cc1nn(-c2ccccc2)c(NC(=O)C(C)C)c(-c2ccccc2)c1=O	2	-2	1.5	-8	-2	-0.7	1.1	-0.2	-10
Cn1nc(-c2ccccc2)cc1NS(=O)(=O)c1ccccc1	1	-3	-1.3	-10	17	0.2	-1.6	1.9	-2
CC1(C)CC(=O)C=C(NCc2ccc(C(=O)O)cc2)C1	-2	0	1.8	8	-11	0.6	-0.8	1.6	-8
CC(C)n1c(C(O)c2ccccc2)nc2ccccc21 (centres undefined)	1	-2	0.5	8	59	-0.6	-0.3	0.6	2
O=C(CSc1nccc2ccccc12)N1CCN(c2ccccn2)CC1	5	-3	-0.4	2	-60	-0.5	0.4	0.2	-20
Cc1ccc(-c2noc(CN3C(C)CCCC3C)n2)cc1 (centres undefined)	0	0	0.4	-2	-3	0.6	1.3	-1.2	7
N=c1c2c(-c3ccccc3)c(-c3ccccc3)n(Cc3ccco3)c2ncn1CCO	2	4	0.0	-16	-10	0.1	0.6	-1.4	-29
O=c1[nH]c(CN2CCN(c3ccccc3O)CC2)nc2scc(-c3ccccc3Cl)c12	2	4	0.0	-13	-21	1.2	5.8	0.0	-35
COc1ccc(-c2ccc(S(=O)(=O)N3CCOCC3)cc2)cc1	4	-1	1.3	-18	21	0.8	0.9	0.5	0
O=C(O)CCc1nnc(SCC(=O)Nc2ccc(Br)cc2)[nH]c1=O	-1	-6	-0.1	19	27	0.5	0.0	0.3	-11
COc1cccc(C(=O)COc2ccc3ccc(=O)oc3c2)c1	-1	-2	-0.4	14	-30	0.2	-0.6	0.4	-34
CC(C)OP(=O)(OC(C)C)/C(C=O)=N\Nc1ccc([N+](=O)[O-])cc1	-1	3	0.0	-5	-52	-0.1	-3.2	-1.4	9
Cc1ccc(NC(=O)Cc2noc3ccccc23)c(C)c1	1	-6	-0.8	-3	22	-1.1	-0.9	-0.4	8
Cn1nnc(C(O)CN2CCOCC2)n1 (centres undefined)	6	1	-0.6	7	12&-3	0.8	0.9	0.9	0
C=CCNC(=O)c1cnc2n(c1=O)CCS2	-1	-4	0.7	-2	-9	0.6	0.7	0.4	3
CCN1C(=O)C2C(C1=O)N1C(c3cccs3)C3C(=O)N(CC)C(=O)C3N1C2c1cccs1 (centres undefined)	11	0	-0.1	-12	5	-0.1	0.6	0.9	-3
CCCC(c1nnnn1CCOC)N1CCN(C(=O)c2ccco2)CC1 (centres undefined)	1	-1	0.7	-15	-13	-0.8	0.5	0.9	-5
CS(=O)(=O)Nc1ccccc1C(=O)NCCSCc1ccccc1	5	0	-1.2	-1	-1	-0.2	0.6	1.5	-131
Cc1ccc(-c2cn3cccc(C)c3n2)cc1	10	1	2.6	-14	-21	0.0	-2.2	0.0	-44
CCn1cc(C(=O)OCC(=O)Nc2cccc(Cl)c2Cl)c(=O)c2ccc(C)nc21	0	-2	0.9	-15	48	0.2	1.0	0.8	-15
CC(=O)N1CCN(c2ccc(NCc3cccs3)cc2)CC1	1	-4	3.1	-2	-9	0.6	-0.1	0.4	-4
Cc1nn(-c2ccccc2)c2c1C(c1ccncc1)C(C#N)=C(N)O2 (centres undefined)	-2	-4	5.3	-3	-4	-0.2	-0.8	-0.2	-34

Limited to EP2 mod and PERK inhibitor, for some of the entries so far:
structure	EP2 mod	PERK inhibitor
O=C(O)CCc1nnc(SCC(=O)Nc2ccc(Br)cc2)[nH]c1=O	27	0.3
COc1cccc(C(=O)COc2ccc3ccc(=O)oc3c2)c1	-30	0.4

More results follow:
SMILES	BaF3 tox	Ba/F3 V617F tox	S1P4 agonist	S1P4 antagonist	EP2 mod	TRPML3 ag	zfTRPN1 agonist	PERK inhibitor	Calpain2 inh
COc1cc2c(cc1OC)-c1n[nH]c(=S)n1C(C)(C)C2	13	1	-2.6	4	16	0.6	0.1	1.6	-9
CN(C)c1nc(SCCOC(=O)c2ccccc2)nc(N(C)C)n1	5	-1	0.7	9	33	-1.0	-1.1	-0.3	6
O=C(CC1(O)C(=O)Nc2ccccc21)c1cccc(Br)c1 (centres undefined)	4	-2	-1.0	-20	-4	1.2	1.7	0.8	-8
O=C(/C=C/c1ccco1)NC(=S)NNC(=O)c1ccco1	3	-1	-0.6	-14	-9	0.5	-0.2	0.2	18
CCC(C)NS(=O)(=O)c1ccc(F)c(C(=O)Nc2c(F)cc(F)cc2Br)c1 (centres undefined)	2	-2	-4.9	-8	-27	0.0	0.0	-0.1	8
CC1(C)CC(=NO)CC(C)(C)N1	7	-1	2.1	-9	10	0.4	-0.7	-0.5	-23
CC/C(Cc1ccccc1)=N\NC(=O)c1cc([N+](=O)[O-])cc([N+](=O)[O-])c1	6	3	-1.1	8	-13	-0.1	0.6	0.1	13
Cc1ccc(/C(N)=N/OC(=O)Oc2ccccc2)cc1	2	-1	1.5	7	19	0.2	-0.6	-0.5	-27
COc1cccc(/C(=N/O)C2CC2c2ccc(Cl)cc2)c1 (centres undefined)	6	2	-1.2	5	21	0.7	0.0	0.9	-7
FC(F)(F)c1ccc(Nc2nnnc3ccccc23)cc1	0	-3	-0.4	3	8	0.6	0.8	-0.5	-5
CN(C)c1ccc(/C=N/NC(=O)c2ccc(CN3C(=O)c4cccc5cccc3c45)cc2)cc1	7	0	1.9	-10	-11	0.8	1.3	0.0	-139
Cn1c(SCC(=O)N2CCCc3ccccc32)nnc1-c1cccs1	7	1	0.3	-5	-19	0.9	-0.5	-0.8	1
COC(=O)Cn1nc(-c2ccccc2)c2ccccc21	1	-2	1.2	8	30	0.3	-0.2	2.7	-14
N#CC1=C2N=C(N)c3c(sc4c3CCCCC4)N2C2=C(C(=O)CCC2)C1c1ccccc1 (centres undefined)	9	5	1.2	-13	13	1.0	1.7	-0.6	-67
N#Cc1c(C(F)(F)F)cc(-c2cccs2)nc1N1CCCCC1	-3	-5	0.2	-4	32	0.5	1.4	1.5	-34
OC(CNCc1ccccc1)(c1ccc(F)cc1)c1ccc(F)cc1	6	-2	-0.7	-8	38	0.7	0.8	0.1	-10
Cc1cccc(-n2ncc3c(NC4CCCCC4)ncnc32)c1	1	-2	1.5	-92	4	0.1	0.4	-0.1	7
CC(C)n1c(O)c(N=NC(=O)CNC(=O)CCc2ccccc2)c2ccccc21	-1	3	-1.4	-6	1	-0.9	-0.3	-1.1	66*
COc1ccc(NC(=O)CSc2nc3cccnc3n2C)cc1	6	1	2.6	-6	-13	1.7	-0.7	-0.2	3
Cc1sc2c(c1C)c(=O)nc1scc(CC(=O)O)n12	2	-2	-1.1	-8	4	0.8	-0.3	1.1	-11
COc1cc2nc(C3CCC3)n(NC(=O)C3CCC3)c(=O)c2cc1OC	8	3	4.4	-13	6	-0.8	-0.6	-0.5	-7
O=C(Oc1ccc([N+](=O)[O-])cc1)c1ccc2ccccc2n1	0	-4	-0.6	-1	9	0.1	1.2	1.8	0
FC(F)(F)c1cnc(C(c2ccccn2)c2ncn[nH]2)c(Cl)c1 (centres undefined)	7	2	3.1	-22	18	0.7	-0.2	1.2	-19
Clc1ccccc1OCCN1CCCCC1	4	-2	-0.5	0	1	0.8	1.8	1.1	16
CCC1Oc2ccc(C)cc2N(CC(=O)N(Cc2cccnc2)Cc2ccc(C)o2)C1=O (centres undefined)	7	-1	-1.8	-4	6	0.0	-0.2	-0.2	-1
Continuation:
SMILES	BaF3 tox	Ba/F3 V617F tox	S1P4 agonist	S1P4 antagonist	EP2 mod	TRPML3 ag	zfTRPN1 agonist	PERK inhibitor	Calpain2 inh
COc1ccc(C(=O)/C=C/c2ccccc2F)c(OC(=O)c2ccc([N+](=O)[O-])cc2)c1	4	2	-0.9	4	15	-0.2	-1.1	0.6	2
CC(C)N(C(=S)NC1CCCCC1)c1ccccc1	6	0	-1.4	-10	57	1.2	0.1	0.7	-17
NC(=O)COC(=O)c1sc2cc(F)ccc2c1Cl	1	-2	0.2	-8	16	0.2	0.0	0.5	-19
O=C(NC(=S)Nc1ccccc1Cl)c1cncc(C#Cc2ccccc2)c1	-2	-4	-0.5	7	15	1.2	1.4	0.9	-16
Cc1c(NS(=O)(=O)N2CCCCC2)c(=O)n(-c2ccccc2)n1C	1	3	1.0	11	-11	0.5	-1.2	0.2	-19
Cc1ccc(-c2ccc(/C=C(\C#N)C(=O)Nc3cc(C)nn3-c3ccccc3)o2)cc1	3	0	-0.9	0	10	0.8	-1.1	0.6	-11
